FAS-TE inh: FAS thioesterase domain inhibitors, primary screen, biochemical, fluorescence intensity, uHTS; Fatty acid synthase (Homo sapiens), P49327; recombinant FAS-TE, OMFH fluorogenic substrate, fluorescence endpoint; inhibition, % at 15 µM; hit rate 0.67% among 360,000; AID 602261, 2012;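 active = compounds whose normalised, plate-corrected inhibition of enzyme fluorescence in the single-dose primary screen is 50% or more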;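 note: 0% = DMSO with enzyme and 100% = substrate without enzyme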
PABP1 MLLE inh: inhibitors of PABP1 MLLE–PAM2 peptide binding, primary screen, biochemical, fluorescence polarization, FITC-PAM2, GST-MLLE | Polyadenylate-binding protein 1 (Homo sapiens), P11940 | inhibition, % at 20 µM | hit rate 0.36% among 360,000 | AID 588489, 2011; in the data active = inhibition above about 35%, passing the limit was not always enough;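 note: plate controls were DMSO wells with GST-MLLE for no effect and wells lacking GST-MLLE protein for full effect; some results filed as inactive read as strong as hits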
Rpn11 inh: Rpn11 (PSMD14) deubiquitinase inhibitors, primary screen, biochemical, fluorescence polarization, uHTS. human 26S proteasome, Ub4-pepOG fluorescence polarization; 20S core pre-blocked with epoxomicin. hit rate 0.59% among 360,000. calls only at 20 µM. AID 588493, 2011. 26S proteasome non-ATPase regulatory subunit 14 (Homo sapiens), O00487;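 active = inhibition at 20 µM, scaled to each plate's controls, above about 33%, limit read from the data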
eLon inh: inhibitors of E. coli Lon protease, primary screen, biochemical, fluorescence polarization | hit rate 0.42% among 360,000 | purified E. coli Lon protease | inhibition, % at 7.94 µM; in the data active = inhibition above about 13%, passing the limit was not always enough;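 note: 0% = enzyme with probe and DMSO and 100% = no enzyme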
Rin1-Abl PPI inh: inhibitors of Rin1-Abl protein binding, primary screen, biochemical, TR-FRET. Tyrosine-protein kinase ABL1 (Homo sapiens) + Ras and Rab interactor 1 (Homo sapiens), …. inhibition, % at 7.35 µM. hit rate 0.4% among 360,000. AID 588664, 2011; in the data active = inhibition above about 5%, passing the limit was not always enough
Target sequence (P00519 whole entry, looked up): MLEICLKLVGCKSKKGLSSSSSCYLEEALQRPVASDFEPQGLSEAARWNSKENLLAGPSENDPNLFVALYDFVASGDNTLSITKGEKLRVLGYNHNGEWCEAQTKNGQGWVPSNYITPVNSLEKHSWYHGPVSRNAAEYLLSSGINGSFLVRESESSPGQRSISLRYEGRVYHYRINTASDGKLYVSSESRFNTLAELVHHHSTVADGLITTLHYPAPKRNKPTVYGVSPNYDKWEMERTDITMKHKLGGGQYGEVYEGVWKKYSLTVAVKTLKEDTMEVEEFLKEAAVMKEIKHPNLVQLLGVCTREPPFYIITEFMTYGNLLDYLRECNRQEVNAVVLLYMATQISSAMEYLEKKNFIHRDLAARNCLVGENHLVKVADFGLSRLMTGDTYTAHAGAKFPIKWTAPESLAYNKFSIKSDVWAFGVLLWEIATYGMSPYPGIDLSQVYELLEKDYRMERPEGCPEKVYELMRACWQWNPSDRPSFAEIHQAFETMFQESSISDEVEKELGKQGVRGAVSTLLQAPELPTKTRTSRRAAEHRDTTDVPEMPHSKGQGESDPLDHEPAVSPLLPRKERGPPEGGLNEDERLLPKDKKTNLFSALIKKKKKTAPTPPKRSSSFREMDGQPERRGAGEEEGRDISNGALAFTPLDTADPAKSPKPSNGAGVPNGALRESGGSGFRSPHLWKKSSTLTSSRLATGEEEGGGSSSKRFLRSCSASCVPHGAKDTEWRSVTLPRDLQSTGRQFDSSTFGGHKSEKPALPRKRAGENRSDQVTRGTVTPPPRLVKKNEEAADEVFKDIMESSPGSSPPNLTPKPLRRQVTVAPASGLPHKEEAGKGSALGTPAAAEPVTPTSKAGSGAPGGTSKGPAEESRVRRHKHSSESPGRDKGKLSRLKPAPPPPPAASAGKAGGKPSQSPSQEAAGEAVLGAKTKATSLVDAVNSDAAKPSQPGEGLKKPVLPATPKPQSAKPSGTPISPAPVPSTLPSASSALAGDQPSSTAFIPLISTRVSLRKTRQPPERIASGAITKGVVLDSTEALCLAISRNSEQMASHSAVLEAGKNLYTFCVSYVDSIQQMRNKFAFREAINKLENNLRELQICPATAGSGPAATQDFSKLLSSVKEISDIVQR
Target sequence (Q13671 whole entry, looked up): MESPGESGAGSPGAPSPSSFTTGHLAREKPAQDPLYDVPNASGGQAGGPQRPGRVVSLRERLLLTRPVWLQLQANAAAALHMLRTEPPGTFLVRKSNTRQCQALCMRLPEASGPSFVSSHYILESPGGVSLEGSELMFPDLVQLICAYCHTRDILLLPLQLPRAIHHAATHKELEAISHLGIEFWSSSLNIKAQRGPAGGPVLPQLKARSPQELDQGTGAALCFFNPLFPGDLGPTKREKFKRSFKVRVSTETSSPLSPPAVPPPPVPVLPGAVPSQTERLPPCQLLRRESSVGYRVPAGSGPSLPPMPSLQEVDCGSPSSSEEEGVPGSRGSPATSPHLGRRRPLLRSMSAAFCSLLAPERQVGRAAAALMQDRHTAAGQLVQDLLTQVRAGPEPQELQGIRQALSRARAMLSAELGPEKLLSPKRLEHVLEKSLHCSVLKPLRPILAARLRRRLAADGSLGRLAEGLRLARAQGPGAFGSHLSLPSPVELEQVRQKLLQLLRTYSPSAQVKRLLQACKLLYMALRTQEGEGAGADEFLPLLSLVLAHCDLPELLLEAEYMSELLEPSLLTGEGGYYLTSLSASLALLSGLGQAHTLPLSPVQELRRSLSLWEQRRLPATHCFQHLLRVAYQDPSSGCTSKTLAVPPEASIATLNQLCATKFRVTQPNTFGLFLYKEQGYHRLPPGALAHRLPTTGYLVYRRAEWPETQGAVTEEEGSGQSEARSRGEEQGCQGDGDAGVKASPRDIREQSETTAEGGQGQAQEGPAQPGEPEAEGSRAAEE
MT1-MMP act inh: blockers of MT1-MMP proenzyme processing, primary screen, HT1080 RFP-PRO-GFP cells, GFP/RFP fluorescence. Matrix metalloproteinase-14 (Homo sapiens), P50281. GFP/RFP ratio fluorescence, overnight; percent of plate control window, DMSO zero. GFP/RFP ratio change, % at 20 µM. hit rate 0.061% among 360,000. AID 651647, 2012;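 active = GFP/RFP ratio change of at least 30% with cell ATP level not reduced by more than half and red fluorescence within 50% of control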; note: strong numbers were not always called active
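system = RFP-PRO-GFP reporter HT1080 cells | dosing = 20 µM single dose, 1% DMSO | timing = overnight cell settling, then overnight compound exposure, 37 °C, 5% CO2 | read-out basis = GFP/RFP fluorescence ratio | controls = DMSO and RFP-L50D-GFP cell wells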
CSN inh: inhibitors of CSN-mediated cullin deneddylation, primary screen, biochemical, fluorescence polarization, uHTS. COP9 signalosome complex subunit 5 (Homo sapiens), Q92905. Purified CSN, SCF-Nedd8-OG deneddylation. inhibition, % at 12.5 µM. hit rate 0.38% among 360,000. AID 651999, 2013;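 active = pattern-corrected inhibition above about 35%, with an unprinted fluorescence ratio check between 0.5 and 1.5, limit read from the data, passing the limit was not always enough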;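 note: 0% = enzyme with substrate and 100% = substrate without enzyme; some results filed as inactive read as strong as hits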
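Material: purified human Csn5 enzyme expressed in HEK293T cells / Medium: Tris buffer pH 7.5, NaCl, DTT, Tween-20, trehalose, ovalbumin / Compound dosing: 12.5 µM single point / Schedule: 90 min incubation of compound, enzyme and substrate at room temperature / Signal: fluorescence polarization of the substrate / Control set: no-enzyme wells high, enzyme-with-substrate wells low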
MsrA inh: bovine MsrA enzyme inhibitors, primary screen, biochemical, absorbance, HTS; Methionine sulfoxide reductase A (Bos taurus); purified bovine MsrA, absorbance read-out; inhibition, % at 15.5 µM; hit rate 0.75% among 360,000; AID 651718, 2012; in the data active = inhibition above about 4.5%;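 note: 0% = vehicle wells with enzyme and 100% = reference inhibitor wells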
MsrA act: bovine MsrA enzyme activators, primary screen, biochemical, absorbance, HTS | Methionine sulfoxide reductase A (Bos taurus) | purified bovine MsrA, absorbance read-out | activation, % at 10.6 µM | hit rate 0.3% among 360,000; in the data active = activation above about 7.5%;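 note: 0% = vehicle and 100% = reference activator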
Starred values were filed as active, the others as inactive; i = inactive; x = no result given. Rows were taken by chance; 3.7% or so of the library scored in one or more.

nr	Compound	FAS-TE inh	PABP1 MLLE inh	Rpn11 inh	eLon inh	Rin1-Abl PPI inh	MT1-MMP act inh	CSN inh	MsrA inh	MsrA act
1	Cc1ccc(NC(=O)c2cc(S(=O)(=O)NCCc3ccccc3)ccc2F)cc1Cl	25	5	i	-6	1	-24	-14	-0.1	-5
2	Cc1nc(C(=O)NCCCO)cc2c1[nH]c1ccccc12	0	21	i	-1	-2	4	0	2.1	-5
3	Nc1[nH]ncc1-c1ccccc1	-1	-12	i	5	-2	3	-6	1.1	-4
4	Cc1cc(C)c(NC(=O)CS(=O)CC(=O)N2CCN(c3cccc(C)c3C)CC2)c(C)c1 (configuration not stated)	0	-5	i	-6	2	2	-2	-0.8	-2
5	COc1ccc(C(=O)Nn2c(SCc3cccc([N+](=O)[O-])c3)nc3ccccc3c2=O)cc1	59*	2	i	12	0	0	-1	-0.4	-7
6	Cc1ccc(CCNC(=O)c2nnn(-c3cc(C)cc(C)c3)c2N)cc1	9	7	i	1	1	-2	1	-0.4	-7
7	CC(C(=O)Nc1ccc2c(c1)OCO2)n1cnc2c1c(=O)n(C)c(=O)n2C (configuration not stated)	-2	6	i	13	2	6	-8	-0.6	-3
8	CC1CCN(CCOCCOc2ccccc2Br)CC1	-10	14	i	-11	-2	-5	3	-0.6	-4
9	CCOC(=O)c1sc(SC)c(C(C)=O)c1C	-4	8	i	-6	-5	0	-5	-0.1	-2
10	O=S(=O)(c1ccc(Br)cc1Cl)N1CCN(CCO)CC1	-1	2	i	3	-3	0	4	-0.5	-1
11	CC(C)CN(C(=O)COC(=O)CCc1nc2ccccc2s1)c1c(N)n(Cc2ccccc2)c(=O)[nH]c1=O	-9	-5	i	-12	4	1	-5	0.4	-4
12	Cc1ccc(C(=O)Nc2ccc3c(c2)OCO3)cc1	-3	1	i	-5	-2	6	1	0.5	1
13	COc1cccc(/C=C2\SC(=S)N(CC3CCCO3)C2=O)c1 (configuration not stated)	17	-1	i	9	1	-5	-4	0.1	-8
14	COc1ccccc1NC(=O)NNC(=O)c1ccncc1	-9	-13	i	-4	0	1	-8	1.7	-3
15	Cc1ccnc(NC(=O)c2cccc(OC(F)F)c2)n1	-8	-4	i	14	3	-1	0	-0.5	-3
16	COc1ccc(NC(=O)Nc2ccccc2SC)cc1	-17	14	i	-7	-1	1	4	-0.2	-4
17	CCOc1cccc(/C=N/NC(=S)NCCN2CCOCC2)c1O	-10	31	i	-3	0	3	2	4.2	-3
18	O=C(CNC(=O)c1ccco1)Nc1ccc2c(c1)OCCO2	-8	15	i	-7	3	-1	0	0.5	-14
19	O=C(O)CC1S/C(=N/N=C/c2ccccn2)NC1=O (configuration not stated)	-5	-14	i	0	-4	-3	-7	4.1	-2
20	CC(=O)N1CC(c2ccccc2)C(c2ccc(Cl)cc2)=N1 (configuration not stated)	8	2	i	-7	0	1	-2	-0.1	-8

7 records drawn at random from those above:
nr	Compound	FAS-TE inh	PABP1 MLLE inh	Rpn11 inh	eLon inh	Rin1-Abl PPI inh	MT1-MMP act inh	CSN inh	MsrA inh	MsrA act
19	O=C(O)CC1S/C(=N/N=C/c2ccccn2)NC1=O (configuration not stated)	-5	-14	i	0	-4	-3	-7	4.1	-2
16	COc1ccc(NC(=O)Nc2ccccc2SC)cc1	-17	14	i	-7	-1	1	4	-0.2	-4
12	Cc1ccc(C(=O)Nc2ccc3c(c2)OCO3)cc1	-3	1	i	-5	-2	6	1	0.5	1
6	Cc1ccc(CCNC(=O)c2nnn(-c3cc(C)cc(C)c3)c2N)cc1	9	7	i	1	1	-2	1	-0.4	-7
17	CCOc1cccc(/C=N/NC(=S)NCCN2CCOCC2)c1O	-10	31	i	-3	0	3	2	4.2	-3
14	COc1ccccc1NC(=O)NNC(=O)c1ccncc1	-9	-13	i	-4	0	1	-8	1.7	-3
1	Cc1ccc(NC(=O)c2cc(S(=O)(=O)NCCc3ccccc3)ccc2F)cc1Cl	25	5	i	-6	1	-24	-14	-0.1	-5

Profiles, looked up by structure. Order of screens: FAS-TE inh	PABP1 MLLE inh	Rpn11 inh	eLon inh	Rin1-Abl PPI inh	MT1-MMP act inh	CSN inh	MsrA inh	MsrA act
`COc1ccc(C(=O)Nn2c(SCc3cccc([N+](=O)[O-])c3)nc3ccccc3c2=O)cc1` across the screens: 59*	2	i	12	0	0	-1	-0.4	-7
`COc1cccc(/C=C2\SC(=S)N(CC3CCCO3)C2=O)c1` (configuration not stated) across the screens: 17	-1	i	9	1	-5	-4	0.1	-8

Values by screen from the list:
MsrA act, entries 3–14: -4, -2, -7, -7, -3, -4, -2, -1, -4, 1, -8, -3
FAS-TE inh, entries 3–14: -1, 0, 59*, 9, -2, -10, -4, -1, -9, -3, 17, -9

The results go on:
nr	Compound	FAS-TE inh	PABP1 MLLE inh	Rpn11 inh	eLon inh	Rin1-Abl PPI inh	MT1-MMP act inh	CSN inh	MsrA inh	MsrA act
21	CC(C)OC(=O)CN1C(=O)C(C)(C)Oc2ccc(C(=O)NC3CC3)cc21	-8	4	i	1	-3	3	-1	-0.7	-3
22	CCOC(=O)C1=C(C)Nc2nc3ccccc3n2C1c1ccncc1 (configuration not stated)	-7	2	i	10	-1	1	-3	1.5	-4
23	CC(=O)c1cccc(S(=O)(=O)Nc2ccccc2N2CCOCC2)c1	-1	8	i	3	3	-3	-4	-1.3	-1
24	Cc1cc(C)cc(NC(=O)/C=C/c2ccc([N+](=O)[O-])s2)c1	-8	-1	i	-16	-2	-39	-10	0.3	-7
25	Cc1nc(-c2ccc(Cl)cc2)sc1C1(C)CC(c2ccc(Cl)cc2)=NO1 (configuration not stated)	11	3	i	-6	0	0	3	1.9	-4
26	CC(C)(C)C(=O)OCc1ccc(C2=CC(=O)CC(C)(C)C2=O)cc1	82*	0	i	7	-3	5	0	2.8	2
27	COc1ccc(CCNC(=O)CN(Cc2ccc(Cl)cc2)S(C)(=O)=O)cc1	4	15	i	6	-1	1	1	-0.3	-5
28	O=C(Nc1nsc(-c2ccccc2)n1)c1cccs1	-3	1	i	-2	2	1	0	2.6	-4
29	CC(C)NC(=O)COC(=O)C1CSC2(c3ccc(Br)cc3)CCC(=O)N12 (configuration not stated)	-3	6	i	1	3	3	0	1.0	-4
30	Cc1cc(/C=C(\C#N)C(=O)NC2CCCCCC2)c(C)n1C	-6	13	i	12	0	-6	-6	-0.5	-14
31	O=C(CSc1ccc2ccccc2c1)NCc1cccs1	9	17	i	4	-6	1	1	1.8	0
32	C=CCNc1nc2ccccc2c(=O)[nH]1	-4	7	i	0	-1	1	5	-0.3	-7
33	Cn1cc(CC(=O)N2CCN(c3ccc(Cl)cc3)CC2)c2ccccc21	10	-19	i	-16	1	-9	9	0.2	-8
34	CCC(=O)n1nc(-c2ccc(Cl)cc2)nc1SC	1	-23	i	-1	-5	7	3	0.9	-4
35	Cc1cc(C)c(S(=O)(=O)c2ccccc2Cl)c(Cl)n1	0	-5	i	1	1	5	-9	0.0	-5
36	NC(=O)C1CCN(C(=O)CNC(=O)c2ccccc2)CC1	-6	6	i	-3	-3	-4	-3	1.9	-7
37	O=C1[C@@H]2CSCN2C(=O)CN1Cc1ccccc1F	-6	0	i	2	-1	1	0	-0.3	-1
38	CN(CC(=O)O)S(=O)(=O)c1ccc(F)cc1	-6	3	i	-3	4	4	2	-0.6	-2
39	CCCN1C2=C(C(=O)CC(C)(C)C2)C(c2ccc(F)cc2)C2=C1c1ccccc1C2=O (configuration not stated)	23	11	i	16	-6	-35	3	0.2	-1
40	Cc1cccc(C)c1NC(=O)c1cccc(N2C(=O)C3CCC(C)CC3C2=O)c1 (configuration not stated)	1	-4	i	-2	-2	17	-4	1.9	-2

Next records
nr	Compound	FAS-TE inh	PABP1 MLLE inh	Rpn11 inh	eLon inh	Rin1-Abl PPI inh	MT1-MMP act inh	CSN inh	MsrA inh	MsrA act
41	Cc1cccc(C)c1NC(=O)C(c1ccccc1)N1CCN(C(=O)c2ccco2)CC1 (configuration not stated)	-8	8	i	-5	1	1	-5	1.6	-6
42	O=C1CCc2cc(S(=O)(=O)Nc3ccccc3F)ccc2N1	-9	-10	i	-3	6	-6	2	0.4	-2
43	Cc1cccc(Nc2nnc(SCC(=O)NC(=O)CN3CCCC3=O)s2)c1	-5	-67	i	0	1	-3	-4	0.4	-2
44	O=C(O)c1ccc(-n2cccc2/C=C2/SC(=O)N(CC(=O)N3CCCC3)C2=O)cc1	-3	6	i	-6	0	-5	43*	1.1	-4
45	Cc1c(NC(=O)COC(=O)CCc2c[nH]c3ccccc23)c(=O)n(-c2ccccc2)n1C	-6	1	i	-9	5	2	-4	-0.1	-3
46	C[C@@H]1CN(Cc2cn(C)nc2-c2cccc(Cl)c2)C[C@H](C)O1	-5	5	i	-7	2	4	-10	-0.5	-4
47	Cc1ccc(NC(=S)NC(NC(=O)Cc2cccc3ccccc23)C(Cl)(Cl)Cl)cc1 (configuration not stated)	-3	16	i	-9	-2	-7	2	0.9	-4
48	Fc1ccc(CSc2nc3ccccc3[nH]2)c2ccccc12	11	4	i	11	-1	x	0	0.2	-4
49	Cn1ccc(O)c(C#N)c1=O	-4	-11	i	7	-3	1	2	0.4	-1
50	CC(CN(C)Cc1ccccc1)OC(=O)C1COc2ccccc2O1 (configuration not stated)	-4	-5	i	-1	-5	1	0	-0.2	-2
51	Cc1cc(C(=O)CN2C(=O)NC(C)(c3ccc(F)c(F)c3)C2=O)c(C)n1C1CC1 (configuration not stated)	2	-5	i	-2	-1	0	0	1.7	-2
52	CCOC(=O)C(Cc1ccccc1)C(=O)Nc1ccc(NC(=O)C(Cc2ccccc2)C(=O)OCC)cc1 (configuration not stated)	0	19	i	-3	-3	0	-4	0.3	-4
53	O=C(Nc1ccc(C(=O)N2CCC(O)(c3ccc(Cl)c(C(F)(F)F)c3)CC2)cc1)c1ccc(Br)o1	12	-8	i	-8	3	-1	-6	-0.7	-2
54	C=CCNc1nc(NCc2cccc(OC)c2)c2sc(-c3ccccc3)cc2n1	-18	-3	i	-4	-3	7	-4	1.0	-3
55	COC(=O)[C@@H](Cc1ccccc1)NC(=O)NCCc1ccc(OC)c(OC)c1	-4	3	i	1	-1	-3	3	-0.1	-3
56	CCOC(=O)N1CCC(NC(=O)c2cc(C(=O)Nc3ccc(F)cc3F)ccc2CO)CC1	-7	-5	i	2	-2	1	-3	-1.3	1

Compound activity as filed in PubChem.
